Screening data: PubChem BioAssay, NMMLSC
Rab7 wt GTP bind – alters GTP binding to wildtype dog Rab7 | 190,000 compounds, 0.055% hits | GST-Rab7 beads, fluorescent GTP binding, flow cytometry; actives lie on both sides; untreated = 100%, excess cold GTP = 0% | AID 758 | GTP binding activity (percent of control), % at 10 µM;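 active means fluorescent GTP binding to Rab7 beads changed by at least 20 points from the 100% baseline, either direction, mostly lower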;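 further: median green fluorescence of bound Bodipy-FL-GTP per Rab7 bead population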
Bim-Bcl-2 – disrupts Bim peptide binding to human Bcl-2 | 190,000 compounds, 0.06% hits | inhibition, % at 10 µM | Bead-based flow cytometry, Bim peptide-Bcl-2 binding | AID 950; in the data active means inhibition above about 40%;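 further: 0% = no compound wells with probe peptide and 100% = reference peptide inhibitor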
Target sequence (P10415 whole entry, looked up): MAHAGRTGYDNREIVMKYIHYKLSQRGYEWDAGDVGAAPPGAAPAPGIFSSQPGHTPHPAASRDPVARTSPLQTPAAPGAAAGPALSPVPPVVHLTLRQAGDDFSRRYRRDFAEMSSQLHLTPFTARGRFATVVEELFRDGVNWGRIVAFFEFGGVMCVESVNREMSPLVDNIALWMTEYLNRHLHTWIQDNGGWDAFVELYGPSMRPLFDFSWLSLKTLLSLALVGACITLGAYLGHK
Rac1 wt GTP bind – human Rac1 wildtype GTP binding, inhibitors and activators; GTP binding activity (% of control), % at 10 µM; 190,000 compounds, 0.27% hits; GST-Rac1 beads, fluorescent GTP binding, flow cytometry; actives lie on both sides; 0 = cold GTP competed, 100 = untreated;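 active means GTP binding activity at least 20 points away from the 100% control level, either lower or higher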
Bim-Bcl-B – inhibitors of Bim-Bcl-B interaction, human. Q9HD36. bead-based flow cytometry, Bim peptide-Bcl-B binding. inhibition, % at 10 µM. 190,000 compounds, 0.073% hits;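 further: 0% = tracer peptide without compound and 100% = reference inhibitor peptide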
Rab2 wt GTP – changes GTP binding to wildtype dog Rab2A, up or down; GST-Rab2 wt beads, Bodipy-GTP binding, flow cytometry; 190,000 compounds, 0.19% hits; GTP binding activity, % at 10 µM;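 active means GTP binding activity at least 20 points away from 100%, either lowered or raised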;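 further: 0% = beads with excess unlabeled GTP and 100% = no-compound control corrected for plate trend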
Bcl-XL Bim block – human Bim-Bcl-XL interaction inhibition. inhibition, % at 10 µM. 190,000 compounds, 0.04% hits. Bim peptide-Bcl-XL binding, bead flow cytometry, fluorescence
Target sequence (Q07817 whole entry, looked up): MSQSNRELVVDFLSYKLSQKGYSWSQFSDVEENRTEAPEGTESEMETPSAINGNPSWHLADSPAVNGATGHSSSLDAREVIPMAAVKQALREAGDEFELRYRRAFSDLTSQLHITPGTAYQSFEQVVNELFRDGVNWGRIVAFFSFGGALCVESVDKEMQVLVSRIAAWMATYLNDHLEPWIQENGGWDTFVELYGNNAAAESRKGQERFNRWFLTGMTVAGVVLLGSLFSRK
Cdc42 wt – human Cdc42 wildtype GTP binding change, either direction. P60953. 190,000 compounds, 0.2% hits. GST-Cdc42 beads, Bodipy-GTP binding, flow cytometry; actives lie on both sides. percent activity (GTP binding), % at 10 µM;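 active means percent activity GTP binding at least 20 points away from the 100% baseline, either down as inhibitor or up as activator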;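 further: median bead fluorescence of bound Bodipy-FL-GTP at 100 nM; 0% = excess unlabeled GTP control and 100% = no compound control; below 100% means less GTP binding so inhibitor and above means activator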
Target sequence (P60953 whole entry, looked up): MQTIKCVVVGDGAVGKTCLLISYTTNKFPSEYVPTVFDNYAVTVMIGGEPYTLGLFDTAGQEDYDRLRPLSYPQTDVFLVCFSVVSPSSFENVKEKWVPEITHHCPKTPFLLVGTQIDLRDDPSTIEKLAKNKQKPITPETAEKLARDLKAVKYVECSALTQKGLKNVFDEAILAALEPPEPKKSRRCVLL
Bim-Bfl-1 – disrupts Bim binding to human Bfl-1. Bead-based flow cytometry, Bim-Bfl-1 binding inhibition. Q16548. 190,000 compounds, 0.12% hits. inhibition, % at 10 µM;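 further: 0% = wells without compound plus tracer and 100% = blocker peptide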
HRas wt GTP bind – modulators of GTP binding to human HRas wildtype; 190,000 compounds, 0.14% hits; GTP binding activity, % at 10 µM; P01112; AID 759; GST-Ras wt beads, Bodipy-FL-GTP binding, flow cytometry; actives lie on both sides;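 active means GTP binding activity at least 20% away from the 100% baseline, either lowered as inhibitor or raised as activator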;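 further: 0% = unlabeled GTP competition control and 100% = no-compound control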
Target sequence (P01112 whole entry, looked up): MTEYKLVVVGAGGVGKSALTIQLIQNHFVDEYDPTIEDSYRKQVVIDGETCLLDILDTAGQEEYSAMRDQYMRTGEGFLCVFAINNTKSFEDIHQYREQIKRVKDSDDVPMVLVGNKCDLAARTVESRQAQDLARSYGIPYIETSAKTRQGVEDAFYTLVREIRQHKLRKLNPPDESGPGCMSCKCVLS
Bcl-W Bim block – human Bim-Bcl-W interaction inhibition; bead-based flow cytometry, Bim peptide-Bcl-W binding; inhibition, % at 10 µM; 190,000 compounds, 0.02% hits;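 further: 0% = bound tracer without compound and 100% = peptide blocker; higher means less fluorescent Bim peptide bound to Bcl-W beads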
Target sequence (Q92843 whole entry, looked up): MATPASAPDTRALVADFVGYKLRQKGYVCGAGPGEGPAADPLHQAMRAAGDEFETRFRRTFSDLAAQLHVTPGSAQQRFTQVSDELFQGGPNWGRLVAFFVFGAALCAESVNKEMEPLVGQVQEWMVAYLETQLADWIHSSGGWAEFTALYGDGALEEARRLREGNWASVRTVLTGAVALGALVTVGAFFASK
Rac1 act GTP bind – modulators of GTP binding to human Rac1 activated mutant. GST-Rac1 activated beads, fluorescent GTP binding, flow cytometry; actives lie on both sides; 100% means binding = to untreated wells. percent activity (GTP binding), % at 10 µM. AID 764. P63000. 190,000 compounds, 0.11% hits;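 active means GTP binding at least 20 percentage points away from the 100% baseline, in either direction, so actives lie on both sides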
The depositor's hits bear a star. Unless noted, no stated cut-off is given here; in the data, active means inhibition above about 40%.

Start of the listing, in advance:
SMILES	Rab7 wt GTP bind	Bim-Bcl-2	Rac1 wt GTP bind	Bim-Bcl-B	Rab2 wt GTP	Bcl-XL Bim block	Cdc42 wt	Bim-Bfl-1	HRas wt GTP bind	Bcl-W Bim block	Rac1 act GTP bind
O=C(Nc1ccc([N+](=O)[O-])cc1)c1nc[nH]c1C(=O)NC1CCCCC1	95	5	97	1	98	0	94	4	99	-1	101
CC1CC=C2C(C#N)=C(N)C(C#N)(C#N)C(c3cccs3)C2C1 (stereo not given)	102	-2	97	-2	99	1	99	0	103	-5	97

The whole of this part, from the start:
SMILES	Rab7 wt GTP bind	Bim-Bcl-2	Rac1 wt GTP bind	Bim-Bcl-B	Rab2 wt GTP	Bcl-XL Bim block	Cdc42 wt	Bim-Bfl-1	HRas wt GTP bind	Bcl-W Bim block	Rac1 act GTP bind
O=C(Nc1ccc([N+](=O)[O-])cc1)c1nc[nH]c1C(=O)NC1CCCCC1	95	5	97	1	98	0	94	4	99	-1	101
CC1CC=C2C(C#N)=C(N)C(C#N)(C#N)C(c3cccs3)C2C1 (stereo not given)	102	-2	97	-2	99	1	99	0	103	-5	97
O=C(CN1CCOCC1)Nc1c(C(=O)C2CC2)oc2ccccc12	103	-3	96	-3	98	-3	97	-5	98	2	95
CCOC(=O)c1ccc(S(=O)(=O)n2c(CN3CCCCC3)nc3ccccc32)cc1	98	-2	103	-2	100	0	99	-8	101	4	100
Cc1cc(C)c(OCC(O)CNC(C)(C)C)c(C)c1 (stereo not given)	94	0	100	2	95	0	96	0	94	2	98
CC1CC(C)CN(C(=O)CSC2=Nc3ccccc3C3=NC(Cc4c[nH]c5ccccc45)C(=O)N23)C1 (stereo not given)	97	2	95	7	96	3	95	9	96	4	96
CCCc1nc2c(C)ccc(C)c2c(N)c1CC	99	-6	97	-9	98	-5	98	-13	96	0	98
O=C(CSc1nnc(-c2cnccn2)n1Cc1ccco1)c1ccc(Cl)cc1	99	-2	101	-3	98	-3	101	-8	100	5	99
COc1ccc(CC(=O)Nc2ccccc2Oc2ccccc2)cc1	98	1	93	4	95	5	95	3	93	16	93
Cc1ccccc1NC(=O)CN1C(=O)S/C(=C\c2ccc(-c3cccc(C(=O)O)c3C)o2)C1=O	91	6	87	1	86	-3	87	3	86	2	86
CC1(C)CC(=O)C(C=NCCN2CCN(C(=S)Nc3ccccc3)CC2)=C(O)C1	97	3	100	0	101	3	102	5	99	4	100
O=S(=O)(c1cccs1)N1CCCc2cccc(O)c21	97	2	99	1	102	-1	100	0	103	-4	99
CCN(CC)C(=O)c1cc(-c2ccccc2OC)on1	100	-2	102	-5	98	-2	100	0	101	0	97
CCOC(=O)c1ccc(S(=O)(=O)N2CCC(C(=O)OCC)CC2)cc1	95	-1	104	-2	105	-3	107	-6	104	0	100
Cc1cc(C)c(C#N)c(N2CCOCC2)n1	96	-2	102	-3	99	0	99	1	100	-2	96
O=S(=O)(c1ccc(S(=O)(=O)N2CCN(Cc3ccccc3)CC2)cc1)N1CCOCC1	94	-4	97	-9	98	-6	101	-6	96	0	94
COc1ccccc1-c1ccc(=O)n(CC(=O)NCc2ccco2)n1	110	-3	100	-1	101	-1	94	-2	98	-3	96
CCn1nc(C)c(C(=O)Nc2cc(Oc3cc(C)cc(C)c3)cc([N+](=O)[O-])c2)c1C	97	-6	98	-4	96	2	96	-6	97	-1	95
CS(=O)(=O)N1N=C(c2cccs2)CC1c1ccc(Cl)o1 (stereo not given)	97	0	96	-2	97	-1	98	-1	94	0	98
CCn1cc([N+](=O)[O-])c(C(=O)N2CCOCC2)n1	97	-5	104	-10	100	-9	100	-2	101	-5	100
COc1ccc(N2C(=O)C3CC=C(Cl)CC3C2=O)cc1 (stereo not given)	98	-4	104	-8	99	-17	100	-8	100	-1	99
CCOC(=O)c1cc(NCc2cccs2)ccc1N1CCOCC1	106	0	100	0	97	0	100	-6	99	3	95
C=CCn1c(SCC(=O)Nc2cc3oc4ccccc4c3cc2OC)nnc1-c1cnccn1	93	-4	93	-3	91	-3	96	-4	96	-5	93
CCn1c2ccccc2c2cc(NC(=O)c3ccc(Br)o3)ccc21	99	-13	103	-17	102	-17	102	-21	101	-7	102
Cn1c(=O)c2c(nc(Br)n2Cc2ccc3ccccc3c2)n(C)c1=O	97	-8	101	-10	89	-7	91	-11	91	0	90
NC(=O)[C@@H]1CCCCNc2c(F)cc([N+](=O)[O-])cc2C(=O)N[C@@H](CC(=O)O)C(=O)NCC(=O)N1	105	1	101	-3	99	-1	99	1	98	1	96
CCN(CC)C(=O)C1=C(C)NC(=S)NC1c1cn(-c2ccccc2)nc1-c1ccc(Cl)cc1 (stereo not given)	96	2	100	-5	103	0	104	12	102	1	98
COCCCn1c(=N)c(C(=O)NCc2ccc3c(c2)OCO3)cc2c(=O)n3ccccc3nc21	98	0	95	4	97	2	93	-1	98	1	92
Cc1c(C(=O)O)c2cc(O)ccc2n1-c1ccccc1	101	-2	102	-3	99	0	102	-10	100	1	97
N/C(=N\OC(=O)c1cc(Cl)ccc1Cl)c1ccncc1	96	0	96	-4	96	0	97	-3	93	-5	93
CN1CCN(NC(=O)CN2C(=O)/C(=C/c3c(Cl)cccc3Cl)SC2=S)CC1	95	-8	99	-5	98	-3	100	-2	99	-1	96
CN1CCN(C(=S)c2ccc(-c3cccc(Cl)c3Cl)o2)CC1	102	-4	105	-13	103	-10	104	4	102	-6	102
Cc1ccc(S(=O)(=O)N2CCC(=O)N(CCOCc3cccc(Cl)c3)CC2)cc1	102	-4	106	-1	103	-2	105	-2	104	1	100
Cc1ccc(-n2ncc3c(Nc4c(C)n(C)n(-c5ccccc5)c4=O)ncnc32)c(C)c1	98	-9	106	-4	102	-6	103	-4	102	-6	101
CCN(CC)c1nc2c(s1)C(=O)CC(C)(C)C2	100	-12	97	-6	97	-2	96	-14	98	0	96
CC1=NN(C(=O)c2ccc(Cn3nc(C)cc3C)o2)C(O)(C(F)(F)F)C1 (stereo not given)	105	2	110	-1	109	1	113	3	107	3	103
CC(=O)N/N=C(\C)CC(=O)Nc1cccc2c1CCCC2	92	-6	98	-1	96	0	95	-1	94	-3	94
CCNc1nc(NCC)nc(SCCOC(=O)COc2ccc(Cl)cc2Cl)n1	101	-1	98	-8	99	-3	99	-14	100	1	97
COc1cccc(Nc2nc(-c3cccs3)nc3ccccc23)c1	98	-4	99	-3	98	-6	97	-3	99	-2	98
COc1ccc(NC(=O)N(C2CCCCC2)C(C)c2ccco2)c(OC)c1 (stereo not given)	102	-5	106	-5	105	-1	105	-11	105	1	104
Cc1ccc(C(=O)Nc2nnc(CC(=O)N/N=C/c3ccncc3)s2)cc1	94	0	100	-9	97	-4	97	-8	95	-2	95
Nc1nc(Nc2cccc(C(F)(F)F)c2)nc(C(F)(F)F)n1	102	-10	107	-7	101	-7	101	-7	102	0	98
COc1ccc(NC(=O)CSc2nnc(C3CC3)n2-c2ccccc2)cc1	98	-1	99	0	103	-1	103	0	102	0	98
c1ccc(-n2nnnc2Cc2nnnn2-c2ccccc2)cc1	103	0	99	0	97	-3	96	4	97	-1	97
N#Cc1ccccc1Cn1c(=O)n(Cc2ccc(C(=O)NCc3ccco3)cc2)c(=O)c2ccccc21	98	0	86	-2	94	2	86	-5	91	6	92
CCOC(=O)C1(Cc2ccccc2C(F)(F)F)CCN(C2CCC2)CC1	94	-5	96	-6	96	-5	94	-6	96	0	94
COc1ccc(-c2nnc(S/C(=C/c3ccc(Cl)cc3)C(=O)O)o2)cc1	85	-6	81	-12	75*	-2	74*	-9	83	-4	73*
Fc1ccc(NCc2cn3ccccc3n2)cc1	102	-11	99	-7	99	-5	101	-12	100	0	99
O=C1OC(c2ccc(F)cc2)=N/C1=C\c1ccc(Br)o1	98	1	102	-3	102	-1	98	-5	101	0	98
O=C(COc1ccc2oc3c(c2c1)CCCC3)Nc1ccccn1	99	-1	103	-2	101	-2	103	-3	102	-3	100

Looked up above.
O=C(COc1ccc2oc3c(c2c1)CCCC3)Nc1ccccn1 @ Rac1 wt GTP bind = 103
COc1ccc(NC(=O)CSc2nnc(C3CC3)n2-c2ccccc2)cc1 @ HRas wt GTP bind = 102
CCOC(=O)C1(Cc2ccccc2C(F)(F)F)CCN(C2CCC2)CC1 @ Rac1 wt GTP bind = 96

More entries:
SMILES	Rab7 wt GTP bind	Bim-Bcl-2	Rac1 wt GTP bind	Bim-Bcl-B	Rab2 wt GTP	Bcl-XL Bim block	Cdc42 wt	Bim-Bfl-1	HRas wt GTP bind	Bcl-W Bim block	Rac1 act GTP bind
CCOC(=O)N1CCN(Cc2nc(N)nc(Nc3ccc(OCC)cc3)n2)CC1	97	-5	93	-3	95	-1	96	0	95	-4	93
COCC(=O)Nc1nnc(-c2cccs2)s1	104	-2	103	-10	98	-5	101	1	98	-6	98
Cc1c(Nc2nc(C(F)(F)F)nc3ccccc23)c(=O)n(-c2ccccc2)n1C	109	-2	96	1	97	-6	96	2	100	0	98
Cc1cc(C)c(NC(=O)C2CCCN2CCO)c(C)c1 (stereo not given)	101	-7	100	-10	99	1	99	-12	100	1	97
Cc1ccccc1CSCCNC(=O)c1ccc(Cl)c(S(=O)(=O)N2CCOCC2)c1	101	-5	102	-6	101	-7	98	-3	99	-9	98
COc1ccc(C(=O)N2CCSC2=S)cc1OC	102	-10	108	-9	102	-4	103	-12	104	1	100
O=C(CSc1nc(-c2ccco2)cc(C(F)(F)F)n1)NCCCN1CCOCC1	96	0	103	0	97	-4	100	-3	97	0	100
CSc1nsc(SCC(=O)Nc2ccc(C(C)=O)cc2)n1	102	-6	108	-5	102	-1	105	-4	103	2	102
O=C(CNS(=O)(=O)c1cccs1)Nc1ccc2c(c1)OCCO2	98	0	101	-3	96	-4	97	-1	97	1	94
O=S(=O)(c1ccc2c(c1)OCCO2)N1CCN(c2ncnc3sccc23)CC1	94	-4	97	-2	97	-3	97	-2	98	-5	97
CCC1C(=O)CC(c2ccco2)NC1c1ccco1 (stereo not given)	93	-1	103	-7	99	-6	100	-3	100	-3	102
Cc1cccc(-n2ncc3c(N4CCC(C)CC4)ncnc32)c1	99	-7	101	-4	98	-4	101	-7	99	-1	100
CN(C)/C=C/C(=O)c1cnc2sccn2c1=O	102	-3	100	-2	97	-4	97	-4	98	0	98
Cc1cccc(NC(=O)N(Cc2cc3cc(C)ccc3[nH]c2=O)CC2COCCO2)c1 (stereo not given)	101	1	103	-2	98	-3	96	-7	99	-2	96
O=C1N=C(N2CCOCC2)CS1	96	-3	103	0	104	0	105	-2	105	-1	99
CC1CCN(S(=O)(=O)c2ccc(C(=O)Nc3ccccc3-c3nc4ccccc4[nH]3)cc2)CC1	103	-7	108	-10	105	-8	106	-14	105	-4	102
O=C(NCCCn1ccnc1)c1ccc2c(c1)OCCO2	98	-1	102	-5	98	-10	100	-12	101	0	98
CCOC(=O)CCc1c(C)nc(SCCCn2c(=O)[nH]c3ccccc32)c(C#N)c1C	101	-13	103	-29	104	-11	104	-5	103	-5	100
Cn1c(N)c(C(=O)COC(=O)CCc2nc3ccccc3s2)c(=O)n(C)c1=O	105	-6	102	-2	99	-2	96	-6	102	-1	98
CC1=CN2C(=N)/C(=C/c3ccco3)C(=O)N=C2S1	102	-3	102	3	100	-8	97	-15	101	-1	100
